SMARCA2 activ = activators of SMARCA2 function | MG213 cells, MMTV-luciferase reporter, dexamethasone, overnight | activation, % at 9.1 µM | 370,000 compounds, 1% hits; in the data active = activation above about 7.8%;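 also: 0% = vehicle wells and 100% = reference activator wells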
DAX1 inh-1 = DAX1 (NR0B1) inhibition, primary screen; AID 652010; inhibition, % at 6.8 µM; HEK293T StAR-luciferase reporter, SF-1/DAX-1 repression relief; 370,000 compounds, 1.1% hits;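 active = inhibition above the mean over all tested compounds plus 3 SD, cut at about 3.6% in these data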;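 also: 0% = DAX-1 cells with DMSO and 100% = cells lacking DAX-1 with DMSO; higher inhibition means more luminescence from relief of DAX-1 repression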
DAX1 inh-2 = inhibitors of human orphan nuclear receptor DAX1 (NR0B1). P51843. HEK293 Gal4-DAX1 luciferase reporter, luminescence. inhibition, % at 6.75 µM. 340,000 compounds, 0.99% hits. AID 504766;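 active = inhibition above the mean over all tested compounds plus 3 SD, cut at about 4.2% in these data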;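 also: 0% = DAX1-transfected cells with DMSO and 100% = empty-vector control cells with DMSO; inhibition shows as a rise in luminescence from relieved DAX1 repression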
Target sequence (P51843 207-470 limits assumed): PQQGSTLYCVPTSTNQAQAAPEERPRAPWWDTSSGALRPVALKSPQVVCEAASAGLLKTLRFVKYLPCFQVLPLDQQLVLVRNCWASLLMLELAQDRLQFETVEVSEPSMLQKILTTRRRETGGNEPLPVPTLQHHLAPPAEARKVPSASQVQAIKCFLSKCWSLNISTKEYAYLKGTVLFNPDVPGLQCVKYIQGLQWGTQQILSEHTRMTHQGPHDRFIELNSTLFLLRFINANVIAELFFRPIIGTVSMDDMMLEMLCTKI
NPR2 activator = GC-B (human) receptor activation; P20594; HEK293-GC-B cells, CNP EC30, cGMP TR-FRET; 0% at EC30 CNP, 100% saturating CNP; activation, % at 10 µM; 370,000 compounds, 0.11% hits; AID 1920062;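 active = activation at 10 µM reaching about 35% in either raw or pattern-adjusted values, limit read from the data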
hgDAF-12 ag = hgDAF-12 agonism, primary luciferase screen; HEK293 GAL4-hgDAF12 UAS-luciferase reporter, agonist luminescence; normalized to butyrate control; activation, % at 6.8 µM; 370,000 compounds, 1.8% hits; AID 687014;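 active = activation above a cutoff set at the mean of all screened compounds plus 3 SD, cut at about 10% in these data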;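 also: 0% = DMSO wells and 100% = sodium butyrate wells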
ssDAF12 agonist = activators of S. stercoralis DAF-12 nuclear receptor. HEK293 ssDAF-12/GRIP1 lit1-tk-luc reporter, luminescence; % of 3 µM dafachronic acid response. activation, % at 6.8 µM. 370,000 compounds, 1% hits. AID 652126;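 active = activation above the mean over all tested compounds plus 3 SD, cut at about 0.9% in these data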;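 also: 0% = DMSO-only wells and 100% = 3 µM delta7-dafachronic acid wells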
NPR1 activator = GC-A (human) enzyme activation. P16066. 370,000 compounds, 0.14% hits. AID 1671463. activation, % at 10 µM. HEK293 GC-A cells, cGMP TR-FRET, EC30 ANP; 0% at EC30 ANP, 100% saturating ANP; in the data active = activation above about 40%
HGIII-sPLA2 inh = Blocks human group III sPLA2 activity; 370,000 compounds, 0.56% hits; QFRET BODIPY PC-A2 liposome hydrolysis, fluorescence; inhibition, % at 12.2 µM;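 active = inhibition above mean plus 3 SD of compounds lying within the high and low control bounds, cut at about 19% in these data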;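 also: 0% = median of test compound wells and 100% = no enzyme DMSO wells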
Target sequence (Q9NZ20 whole entry, looked up): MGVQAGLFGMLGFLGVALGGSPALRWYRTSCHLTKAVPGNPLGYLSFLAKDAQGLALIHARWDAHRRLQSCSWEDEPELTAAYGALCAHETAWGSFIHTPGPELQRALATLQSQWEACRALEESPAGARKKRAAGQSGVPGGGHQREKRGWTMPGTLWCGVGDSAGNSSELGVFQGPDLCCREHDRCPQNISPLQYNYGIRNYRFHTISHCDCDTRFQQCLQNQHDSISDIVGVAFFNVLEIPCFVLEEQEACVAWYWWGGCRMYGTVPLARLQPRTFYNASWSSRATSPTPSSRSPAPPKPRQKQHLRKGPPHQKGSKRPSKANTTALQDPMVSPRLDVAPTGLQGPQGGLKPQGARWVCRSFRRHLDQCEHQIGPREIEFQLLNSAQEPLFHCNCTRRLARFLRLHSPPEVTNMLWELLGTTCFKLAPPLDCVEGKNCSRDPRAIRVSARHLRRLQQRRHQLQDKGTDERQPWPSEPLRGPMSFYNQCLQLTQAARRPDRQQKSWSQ
GAA850 FXN act = frataxin GAA850 promoter activation | AID 540364 | activation, % at 6 µM | 360,000 compounds, 0.56% hits | HEK293 lucGAA850 FXN promoter luciferase reporter, 24 h; percent of 10 µM SAHA response;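 active = activation above the average of all compounds screened plus 3 SD, cutoff fixed separately per campaign, cut at about 7.5% in these data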;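 also: 0% = DMSO wells and 100% = 10 µM SAHA wells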
ADAM10 inh = inhibitors of human ADAM10; 370,000 compounds, 0.62% hits; recombinant ADAM10, EDANS/DABCYL FRET peptide cleavage, 3 h; inhibition, % at 7 µM;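 active = inhibition above a per-campaign cutoff equal to the mean of compounds falling between control-based bounds plus 3 SD, cut at about 20% in these data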;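 also: 0% = DMSO wells while the 100% control is not disclosed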
hcDAF-12 act = activators of H. contortus DAF-12 nuclear receptor | AID 652067 | 370,000 compounds, 1.4% hits | activation, % at 6.8 µM | HEK293 hcDAF-12 lit1-tk-luc reporter, luminescence; 0% DMSO, 100% Δ7-dafachronic acid;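 active = activation above the mean of all tested compounds plus 3 SD, cut at about 5.5% in these data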;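 also: 100% = response to 3 µM Δ7-dafachronic acid high control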
Numbers without * were called inactive; i = inactive; · = not tested or not shown.

SMILES | SMARCA2 activ | DAX1 inh-1 | DAX1 inh-2 | NPR2 activator | hgDAF-12 ag | ssDAF12 agonist | NPR1 activator | HGIII-sPLA2 inh | GAA850 FXN act | ADAM10 inh | hcDAF-12 act
CCOC(=O)c1c(NC(=O)c2cccs2)sc2c1CCC2 | -1 | 0.2 | -0.6 | -4 | -1.4 | -1.4 | -9 | 4 | 6.5 | -7 | -0.6
CN(c1ccccc1)S(=O)(=O)c1cccc(NC(=O)Cc2n[nH]c(=O)c3ccccc23)c1 | -5 | -1.5 | -1.2 | -4 | -4.4 | -1.3 | -7 | -19 | 0.8 | 8 | -2.2
CCCCc1c(O)nc(SCC(=O)NCCc2ccc(OC)c(OC)c2)[nH]c1=O | -1 | -1.6 | 0.1 | 3 | 1.6 | -0.7 | 3 | 8 | -0.6 | -2 | -0.6
O=C(Cc1cccc(NC(=O)C2CCN(C(=O)CCc3ccccc3)CC2)c1)Nc1cccc(C(=O)N2CCOCC2)c1 | -6 | 0.0 | -1.0 | 6 | 0.4 | -1.2 | -1 | 2 | -1.8 | -21 | -2.1
COc1ccc(-n2nc(C(=O)Nc3ccc(OC)c(OC)c3)c3c4ccccc4n(C)c3c2=O)cc1 | -4 | -0.3 | -1.2 | 0 | 1.0 | 0.4 | -4 | -4 | 0.1 | 1 | 1.0
CC1(C(=O)NCc2cccs2)CCN1CCc1ccccc1 (stereo not given) | -1 | 0.6 | · | -4 | 1.0 | -0.5 | -3 | -4 | 0.8 | 1 | -1.1
Cc1c(OCC(=O)NC2CC(C)(C)NC(C)(C)C2)ccc2c1oc(=O)c1ccccc12 | 2 | -1.1 | 0.8 | -4 | 0.3 | -1.4 | -7 | 1 | 0.4 | i | 1.3
COc1ccc(-c2nc(N3CCOCC3)nc3n[nH]c(N)c23)cc1 | 2 | 0.1 | -0.5 | -2 | -1.6 | -1.9 | 2 | 1 | 0.4 | 3 | -2.0
CCOc1ncccc1C(=O)Nc1ccc(F)c(F)c1 | 6 | -0.2 | -0.8 | -1 | 0.9 | -1.6 | 2 | -2 | 3.1 | 2 | 0.4
O=C(Nc1cccc(F)c1)c1ccc(-n2cncn2)c2ccoc12 | 12* | 9.0* | · | -3 | 17* | 0.2 | -1 | 1 | 2.4 | -6 | 9.4*
COc1cc(-c2nnc(SCc3cc(=O)oc4cc(C)ccc34)o2)cc(OC)c1OC | -2 | 0.1 | -0.1 | -7 | -0.9 | -1.3 | -9 | -12 | -1.0 | -26 | -1.9
CN1C2=NCCN2C(=O)c2ccccc21 | -2 | 0.5 | -0.1 | -1 | 1.9 | 0.0 | 1 | -4 | 3.5 | 2 | 2.7
Cn1c(SCc2nnc(-c3ccc(F)cc3)o2)nnc1C1COc2ccccc2O1 (stereo not given) | -3 | 0.4 | -1.4 | 1 | 2.4 | -0.9 | 0 | -6 | 1.8 | 0 | -0.3
CC1C(=O)N(Cc2cn(CCC3OCCCO3)nn2)CCS(=O)(=O)N1Cc1ccc(-c2ccc(F)nc2)cc1 (stereo not given) | -3 | -0.8 | -0.1 | 0 | -3.0 | -0.9 | 3 | 3 | 2.0 | -17 | -0.9
CC(=O)NC(CC(=O)O)c1ccccc1 (stereo not given) | -1 | 0.9 | -0.6 | 3 | 1.0 | -1.5 | 4 | 2 | 2.5 | -5 | 0.3
NC(=O)c1c(NC(=O)C2CCCO2)sc2c1CCCCC2 (stereo not given) | -1 | 0.6 | 0.5 | 1 | 3.5 | -0.5 | 0 | -1 | 2.5 | -17 | 1.5
Cc1ccc2cc3cc(C(=O)NCCC(C)C)oc3nc2c1 | 0 | -1.4 | -0.4 | 5 | -0.8 | -0.8 | 4 | -7 | 0.0 | -202 | -2.0
O=S(=O)(NCC(c1ccc2c(c1)OCO2)N1CCN(c2ccccc2)CC1)c1ccccc1 (stereo not given) | -1 | 1.7 | 1.1 | -6 | -1.5 | -0.3 | -3 | -10 | -1.8 | -2 | -0.9
O=C(CNCCc1ccc(Cl)cc1)Nc1ccc(C(=O)N2CCCCC2)cc1 | -5 | 0.8 | -1.4 | -8 | -0.7 | -1.0 | 1 | -2 | -1.7 | -11 | -0.9
Cc1nc(-c2cc(C#N)c(Sc3cccc(C(F)(F)F)c3)nc2C)cs1 | 1 | -0.3 | -1.0 | -1 | 0.1 | -1.8 | 2 | -1 | 0.1 | 2 | 0.2
O=C(NN=C1CCCC1)c1cccc(O)c1 | 8.9* | 2.8 | 1.3 | 2 | 14* | 0.6 | 3 | -4 | 0.9 | -7 | 3.2
Cc1ccc(-c2nc(N3CCOCC3)sc2C(=O)N2CCOCC2)cc1 | 1 | 0.3 | 0.5 | 0 | -0.2 | -1.2 | 4 | -4 | 2.8 | -5 | -2.0
CCC(C(=O)NC1CCCC1)N(C(=O)Cn1nnc(-c2ccc(C)o2)n1)c1ccccc1OC (stereo not given) | -1 | 0.0 | -0.6 | -4 | -0.4 | -1.2 | -2 | -5 | 0.8 | 7 | -0.8
CC(C)CN(C(=O)COC(=O)c1ccccc1NCc1ccco1)c1c(N)n(Cc2ccccc2)c(=O)[nH]c1=O | -1 | 2.4 | 1.4 | -5 | 1.0 | -1.4 | -4 | 7 | -0.7 | -460 | -0.7
CC(C)OP(=O)(c1ccc(N(C)C)cc1)C(Nc1ccccc1)c1cccnc1 (stereo not given) | -1 | 0.4 | 0.2 | -11 | -3.2 | -1.4 | -25 | -8 | 4.6 | 4 | -1.4

Complete entries, quoted from the list. Order of screens: SMARCA2 activ	DAX1 inh-1	DAX1 inh-2	NPR2 activator	hgDAF-12 ag	ssDAF12 agonist	NPR1 activator	HGIII-sPLA2 inh	GAA850 FXN act	ADAM10 inh	hcDAF-12 act
CC1(C(=O)NCc2cccs2)CCN1CCc1ccccc1 (stereo not given) reads -1	0.6	·	-4	1.0	-0.5	-3	-4	0.8	1	-1.1
Cn1c(SCc2nnc(-c3ccc(F)cc3)o2)nnc1C1COc2ccccc2O1 (stereo not given) reads -3	0.4	-1.4	1	2.4	-0.9	0	-6	1.8	0	-0.3

Going on with the list.
SMILES | SMARCA2 activ | DAX1 inh-1 | DAX1 inh-2 | NPR2 activator | hgDAF-12 ag | ssDAF12 agonist | NPR1 activator | HGIII-sPLA2 inh | GAA850 FXN act | ADAM10 inh | hcDAF-12 act
CCCC(Oc1ccc(Br)cc1)c1nc2c3cc(OC)c(OC)cc3nc(=S)n2[nH]1 (stereo not given) | 1 | 0.3 | -0.1 | -7 | 3.8 | -1.5 | -5 | -2 | 3.2 | 1 | -3.1
CCOc1ccccc1C1N(c2ccc(OC)cc2)C(=O)C2CCCN21 (stereo not given) | -1 | -0.1 | 1.0 | 0 | 0.5 | 0.1 | -2 | 1 | -0.8 | -9 | -1.9
CC(C(=O)Nc1ccc(S(=O)(=O)N2CCCC2)cc1)N1CCN(C(=O)c2ccco2)CC1 (stereo not given) | -1 | -0.5 | 0.3 | 1 | 0.5 | -2.0 | 0 | -2 | -3.2 | -11 | -0.7
O=C(CC(=O)Nc1nc(C23CC4CC(CC(C4)C2)C3)cs1)NCCO | -5 | -0.1 | 2.0 | 1 | 0.0 | -0.4 | 1 | -47 | 2.4 | -5 | 0.2
O=C(NCc1ccccc1)C(=O)NCC1OCCN1S(=O)(=O)c1cccs1 (stereo not given) | 0 | 1.2 | -0.3 | 5 | -2.2 | -1.1 | 2 | 0 | 0.6 | -12 | 0.3
COCc1nc2sc(C)c(C)c2c(=O)[nH]1 | -3 | -0.1 | 2.4 | -2 | 2.5 | -1.1 | -3 | -1 | 0.1 | 1 | 0.8
C=CCN(C(=O)CSc1nc2ccsc2c(=O)n1Cc1ccc(C(=O)O)cc1)c1ccccc1 | -5 | 0.4 | -0.2 | -1 | -2.6 | -0.6 | -6 | -8 | 0.3 | 2 | -1.9
O=C(Cc1ccc(Cl)cc1)NCCCn1ccnc1 | 1 | -0.5 | 3.0 | 1 | -0.3 | -0.6 | 0 | -5 | 0.7 | 3 | -1.6
CCN(CC)c1ccc(NC(=O)CCCOc2cccc(C)c2)cc1 | 0 | -0.6 | -0.4 | 2 | -1.3 | -1.0 | -2 | 11 | 5.4 | 3 | -1.5
COC(=O)c1ccccc1NC(=O)c1noc2c1CCC2 | -1 | 0.3 | -0.6 | -4 | 1.0 | -0.8 | 1 | 2 | 1.9 | -5 | 0.8
c1ccc(-c2nnc(N3CCN(c4ccccn4)CC3)c3ccccc23)cc1 | -4 | -0.2 | -2.5 | -2 | -1.4 | -1.1 | -7 | 0 | 3.0 | -3 | 0.6
O=C(C[n+]1cccc(/C=N/O)c1)NC(=O)Nc1ccccc1 | 1 | 0.3 | · | -2 | -0.1 | -0.7 | 0 | -13 | · | -2 | -1.2
Cc1ccc(-c2c(C(=O)N/N=C/C3CC=CCC3)nnn2-c2nonc2N)cc1 (stereo not given) | 1 | 1.4 | 0.6 | 3 | 0.7 | -1.3 | 7 | -9 | 3.2 | 8 | -0.5
O=C(Nc1ccc(F)cc1)c1ccc2c(=O)n3c(nc2c1)CCCCC3 | -1 | 0.2 | 2.2 | -1 | 6.8 | -0.8 | 4 | 10 | 5.0 | -3 | 2.3
Cc1nc(Nc2ccc(S(N)(=O)=O)cc2)oc1C | 1 | 0.0 | 0.9 | 9 | -1.2 | -0.7 | -2 | -2 | -2.7 | -2 | -0.3
O=C(OCc1cn(Cc2cccc(F)c2F)nn1)N1CCOCC1 | -2 | -1.0 | · | 0 | -2.5 | -0.2 | 1 | 13 | · | -6 | 2.2
O=C(CCN1CCN(Cc2ccccc2)CC1)NNC(=O)Nc1cccc(C(F)(F)F)c1 | -2 | -0.6 | 0.3 | -2 | -0.5 | -0.4 | 0 | -5 | -0.7 | -6 | -2.0
CN(C)S(=O)(=O)c1ccc(C(=O)Nc2ccccc2C(=O)O)cc1 | 1 | -0.4 | 0.4 | 7 | -0.2 | -0.7 | 0 | -14 | 0.1 | -1 | -0.1
CCCCN(C)c1c(C)nc2ccc(C(=O)N(C)Cc3ccco3)cn12 | 1 | 0.1 | · | 7 | 0.3 | -1.6 | 9 | 13 | -0.6 | -22 | -0.9
CCN(c1ccc(NC(=O)COC(=O)C(C)N=C2NS(=O)(=O)c3ccccc32)cc1)C(C)C (stereo not given) | -2 | -0.1 | 0.8 | -1 | 0.8 | -1.0 | 0 | 17 | 1.6 | 1 | 0.9
O=C(Nc1cc(Sc2ccccn2)cc([N+](=O)[O-])c1)c1cccc(Cl)c1 | -5 | -1.4 | -1.4 | -5 | -2.2 | -1.8 | -8 | -14 | 2.3 | 20* | -1.2
C=C1[C@@H](OC(C)=O)C=C[C@@]2(C)C=CC(=O)[C@@](C)(OC(C)=O)[C@@H]2[C@@H](OC(C)=O)[C@]2(O)[C@@H](C)C(=O)O[C@H]2[C@H]1Cl | 0 | -0.6 | · | 2 | 0.2 | -0.8 | 4 | -4 | -2.3 | -8 | 1.8
CCCCNC(=O)c1onc(CSc2ccccc2CC)c1C(=O)O | 1 | 0.3 | 1.5 | -1 | 1.9 | -1.3 | 2 | -1 | 0.2 | -1 | -1.4
N#CC1=C(N)Oc2cc(O)c(C=Nc3ccccc3)cc2C1c1ccccc1 (stereo not given) | -1 | -0.3 | -1.5 | 0 | -5.0 | -1.7 | 7 | 1 | 1.8 | -53 | -0.7
